High-throughput results: PubChem BioAssay, National Center for Advancing Translational Sciences (NCATS)
BRCT PPI green: qHTS Assay for Inhibitors of BRCT-Phosphoprotein Interaction (Green Fluorophore) | BRCA1 BRCT-phosphopeptide binding, green fluorescence polarization | Potency, µM (series often up to 76.9 µM), inactives show at the highest dose activity change, negative = inhibition, actives largely listed as inhibitors | 0.05% of 75,000 active | AID 875, 2007;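 note: potency is the fitted concentration of half-maximal effect; plate controls were peptide without protein for full effect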
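Compounds were incubated for 12 min at room temperature with a complex of 100 nM fluorescein-tagged pBACH1 decapeptide and 250 nM His-tagged BRCT protein. Buffer was phosphate pH 7.3 with EDTA, DTT and Tween 20. Disruption of binding lowers the polarization signal.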
Casp1 inh: qHTS Assay for Allosteric/Competitive Inhibitors of Caspase-1. Caspase-1 enzyme, Ac-WEHD-AFC fluorogenic rate. P29466. 0.03% of 75,000 active. Potency, µM (titrated, usually from 57.5 µM), without a hit: top-dose activity change, negative = inhibition, usual class: inhibitors. AID 900, 2007;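 note: potency is the fitted concentration of half-maximal effect; plate controls were vehicle for no effect and no substrate for full effect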
Target sequence (P29466 120-297 limits assumed): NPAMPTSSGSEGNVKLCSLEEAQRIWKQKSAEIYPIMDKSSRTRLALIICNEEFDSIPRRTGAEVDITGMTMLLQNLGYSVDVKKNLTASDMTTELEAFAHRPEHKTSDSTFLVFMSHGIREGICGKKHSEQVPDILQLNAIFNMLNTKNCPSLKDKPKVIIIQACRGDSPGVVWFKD
Target sequence (P29466 317-404 limits assumed): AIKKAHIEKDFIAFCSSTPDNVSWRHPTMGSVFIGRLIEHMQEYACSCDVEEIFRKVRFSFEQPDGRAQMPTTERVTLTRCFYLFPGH
BRCT inh red: qHTS Assay for Inhibitors of BRCT-Phosphoprotein Interaction (Red Fluorophore) | Breast cancer type 1 susceptibility protein (Homo sapiens), P38398 | BRCT-phosphopeptide binding, red fluorescence polarization | Potency, µM (doses to about 76.9 µM), for the others: at the top dose activity change, negative = inhibition, actives largely listed as inhibitors | 0.03% of 75,000 active | AID 892, 2007; note: % is set by controls: 0 for no effect and ±100 for the full control effect
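Fluorescence polarization: 100 nM His-tagged BRCA1 BRCT with 100 nM TAMRA-labelled phospho-BACH1 decapeptide, phosphate buffer pH 7.3 with 150 mM NaCl, DTT, 0.01% Tween 20; 12 min RT. Binding inhibition seen as FP decrease.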
ERK AVP block: qHTS Assay for Inhibitors of the ERK Signaling Pathway using a Homogeneous Screening Assay | HEK293-V1b, vasopressin-stimulated pERK AlphaScreen | Potency, µM (series often up to 57.5 µM), without a hit: at the highest dose activity, negative = inhibition, most hits filed as inhibitors | 0.99% of 72,000 active; note: potency is the fitted concentration of half-maximal effect; % is set by controls: 0 for no effect and ±100 for the full control effect; nearly all actives have a fitted effect of over 55% in size
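Overnight-seeded V1b-HEK293 cells in 1% FBS got compound, then vasopressin (25 nM final, 5 min, 37C), then lysis buffer. AlphaScreen detection of phospho-ERK; activity normalized to basal and full-stimulation controls.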
Luciferase inh: qHTS Assay for Inhibitors of Firefly Luciferase; 2.2% of 72,000 active; purified firefly luciferase, luminescence, 8 min; Potency, µM (highest dose often 57.1 µM), for inactives: at the highest dose activity change, negative = inhibition, usual class: inhibitors; AID 411, 2009; Luciferin 4-monooxygenase (Photinus pyralis), P08659; note: potency is the fitted concentration of half-maximal effect; % is set by controls: 0 for no effect and ±100 for the full control effect; nearly all actives have a fitted effect of over 40% in size
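Firefly luciferase (PKLight detection mix) with 10 uM ATP in pH 7.2 imidazole buffer (KCl, MgCl2, Tween 20, BSA). Compounds tested across a concentration series (qHTS). Luminescence read after 8 min at ambient temperature.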
HEK293 cAMP ctrl: qHTS Assay for Agonists of the Thyroid Stimulating Hormone Receptor: Activators of Intracellular cAMP Concentrations in Parental HEK 293 | parental HEK293 CNG cAMP sensor, membrane potential fluorescence | 2.5% of 73,000 active | Potency, µM (doses to about 57.1 µM), for inactives: at the top dose activation, usual class: activators; note: potency is the fitted concentration of half-maximal effect; % of control where 0% means no effect; nearly all actives have a fitted effect of over 55% in size
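Parental HEK 293 cells stably expressing a modified CNG channel (no TSHR) report cAMP rise as membrane depolarization. Membrane potential dye with 100 uM RO 20-1724 was loaded for 60 min at room temperature, then compound added for 30 min; fluorescence read at 590 nm.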
A350 fluor: qHTS Assay for Spectroscopic Profiling in A350 Spectral Region. Compound autofluorescence, 340/450 nm, Alexa 350 dye-equivalents; hits give high values. 11% of 59,000 active. AID 590, 2007. max dye-equivalent concentration, M; in the data active = max dye-equivalent concentration above about 10 nM; inconclusive = mostly about 1.1 nM to 9.6 nM
Tau fil binding: qHTS Assay for Tau Filament Binding. Microtubule-associated protein tau (Homo sapiens), P10636. recombinant tau filaments, thioflavin S fluorescence, 15 h; filaments grown with octadecylsulfate alongside compound. Potency, µM (doses to about 57.1 µM), without a hit: top-dose activity change, negative = inhibition. 2% of 71,000 active;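 note: potency is the fitted concentration of half-maximal effect; % is set by controls: 0 for no effect and ±100 for the full control effect; actives lower thioflavin S fluorescence by blocking filaments or displacing dye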
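Read-out: ThS fluorescence, 450 nm excitation/510 nm emission; lower signal marks blocked filament formation or displaced dye. Tau at 1 uM with 30 uM ODS, 10 uM ThS, 5 mM DTT, 100 mM NaCl, 10 mM HEPES pH 7.4; 15 h, 37 C.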
Casp7 inh: qHTS Assay for Allosteric/Competitive Inhibitors of Caspase-7; recombinant caspase-7, Ac-DEVD-AFC fluorescence rate; 0.02% of 75,000 active; P55210; Potency, µM (highest dose often 57.5 µM), for inactives: at the highest dose activity change, negative = inhibition, usual class: inhibitors; active = well fitted inhibition curve with a large enough effect in the main read-out, with a control signal flat, not every such curve was filed as active; inconclusive = small, poorly fitted or top-dose-only effect, or a change in a side signal; note: potency is the fitted concentration of half-maximal effect; % of control where 0% means no effect
USP2a inh: qHTS Assay for Inhibitors of Ubiquitin-specific Protease USP2a; 0.1% of 60,000 active; Potency, µM (doses to about 38.3 µM), inactives show at the top dose activity change, negative = inhibition, actives largely listed as inhibitors; USP2a enzymatic assay, qHTS inhibition;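 note: potency is the fitted concentration of half-maximal effect; nearly all actives have a fitted effect of over 60% in size; plate controls were DMSO for no effect and NEM full inhibition control for full effect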
Target sequence (O75604 whole entry, looked up): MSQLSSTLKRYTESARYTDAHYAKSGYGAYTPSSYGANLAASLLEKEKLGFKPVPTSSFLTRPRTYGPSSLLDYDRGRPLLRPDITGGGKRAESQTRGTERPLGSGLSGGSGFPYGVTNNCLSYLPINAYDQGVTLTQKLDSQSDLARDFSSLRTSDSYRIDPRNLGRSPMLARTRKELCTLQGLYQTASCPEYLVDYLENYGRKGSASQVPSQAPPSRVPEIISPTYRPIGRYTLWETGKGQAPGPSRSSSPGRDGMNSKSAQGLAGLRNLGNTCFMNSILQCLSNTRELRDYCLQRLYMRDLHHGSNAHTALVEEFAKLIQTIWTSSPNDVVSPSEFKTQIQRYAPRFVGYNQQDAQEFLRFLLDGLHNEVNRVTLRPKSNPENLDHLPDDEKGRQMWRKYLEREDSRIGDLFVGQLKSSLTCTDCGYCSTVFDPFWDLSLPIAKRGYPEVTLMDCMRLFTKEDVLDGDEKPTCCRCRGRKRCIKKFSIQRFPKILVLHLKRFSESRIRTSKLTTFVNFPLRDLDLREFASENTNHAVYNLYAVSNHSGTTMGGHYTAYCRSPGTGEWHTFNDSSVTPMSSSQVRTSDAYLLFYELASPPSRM
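Coupled readout: USP2-cleaved Ub-PLA2 (20nM final) turns over NBD C6-HPC (20uM final), Ex 460nm/Em 535nm after 2.5 h, time-zero read flagging artifacts. Enzyme (20nM final, pH 8.0 Tris) given 30 min RT with compound first; NEM defines full inhibition.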
CRE-bla Fsk: Cell signaling CRE-BLA (Fsk stim) | CHO CRE-bla reporter (cAMP response element driving beta-lactamase), forskolin EC10, beta-lactamase ratio | Potency, µM (highest dose often 38.2 µM), for inactives: at the highest dose activity change, negative = inhibition, actives largely listed as activators | 2.5% of 71,000 active; active = well fitted activation curve with a large enough effect in the signal ratio, with a control signal flat, not every such curve was filed as active; inconclusive = small, poorly fitted or top-dose-only effect, or effect the other way, or a change in a side signal; the % refers to the signal ratio; note: potency is the fitted concentration of half-maximal effect; % of control where 0% means no effect
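AC50 values, positive or negative, reflect shifts in EC10 NKH 477-induced CRE-bla reporter activity in CHO cells. Incubation lasted 3 h at 37 °C before CCF4 substrate (2 h, room temperature) and ratiometric 460/530 nm reading.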
* = called active by the depositor; i = inactive; ? = inconclusive; · = not tested or not shown; [ ] = dose if it differs, or a comment. Unless noted, calls come from the whole dose curve; as a rule, active = well fitted curve in the direction sought with a large enough effect; inconclusive = small, poorly fitted or top-dose-only effect, or another doubt; inactive = no such curve, though single readings can be large; an effect the other way counts as inactive or inconclusive.

SMILES	BRCT PPI green	Casp1 inh	BRCT inh red	ERK AVP block	Luciferase inh	HEK293 cAMP ctrl	A350 fluor	Tau fil binding	Casp7 inh	USP2a inh	CRE-bla Fsk
Cc1cc2ccccc2c(=O)n1CC(=O)Nc1ccc2c(c1)OCCO2	-1.1%	1.8%	-0.7%	9.5%	0.0%	5.2%	i	24.6%	1.0%	9.0%	-4.1%
N#Cc1cc2ccccc2nc1SCc1cccnc1	4.8%	0.8%	-0.3%	-6.5%	5.6%	?	?	6.4%	0.0%	2.5%	?
O=C(O)c1cc(NC(=O)C2CCCO2)cc(NC(=O)C2CCCO2)c1 (stereo unspecified)	0.0%	-2.6%	0.4%	35.5%	0.9%	4.9%	i	-4.6%	0.1%	3.3%	-3.2%
CCOC(=O)Cc1csc(NC(=O)c2c(-c3ccccc3)noc2C)n1	-1.0%	-3.2%	0.1%	-3.0%	0.5%	-5.0%[11.4 µM]	·	4.8%[11.4 µM]	-1.3%	21.5%[7.66 µM]	?
CCCSc1nnc(Cn2c(=O)sc3ccccc32)n1C	-0.6%	-1.3%	0.8%	-4.8%	0.7%	5.3%	·	5.4%	-2.1%	·	-1.9%
CS(=O)(=O)N1CCN(C(=O)Cc2ccccc2)CC1	-1.8%	-2.4%	1.5%	-22.1%	4.0%	12.1%	·	-2.8%	-2.1%	5.0%	2.1%
O=S(=O)(NC1CC2CCC1C2)c1ccc2c(c1)OCCO2 (stereo unspecified)	1.4%	1.1%	-2.5%	25.1µM*	2.2%	-2.2%	i	9.6%	-1.4%	36.0%[activator]	21.3%
Cc1ccc2c(c1)sc1ncc(NC(=O)c3ccccc3)c(=O)n12	0.4%	1.2%	-1.9%	-15.1%	0.1%	11.7%	6.46e-08M*	9.4%	-0.5%	2.5%	6.7%
O=C(CNS(=O)(=O)c1ccc(Br)s1)N1CCCC1	-5.0%	1.6%	0.7%	-24.8%	-1.5%	?	i	0.9%	-1.7%	-4.8%	?
Cc1nnc(Nc2ccccn2)c2ccccc12	1.8%	1.7%	0.8%	9.5%	-7.2%	18.4%	i	-7.9%	0.6%	-5.2%	-1.9%
O=C(CC(NS(=O)(=O)c1ccc(Cl)cc1)c1ccco1)NC1CCCC1 (stereo unspecified)	-1.5%	1.3%	-0.7%	17.7%	-1.0%	?	i	6.9%	-1.2%	-6.6%	-23.5%
O=C(NC1CCCCC1)n1c(=O)oc2cc(S(=O)(=O)N3CCCCC3)ccc21	-3.2%	?	0.6%	2.2%	1.9%	4.3%	i	-22.5%	-0.6%	7.5%	15.2%
Cc1ccc(-c2nnc(N(C)C(=O)c3ccncc3)s2)cn1	-0.6%	0.7%	-0.5%	34.5%	-5.0%	?	i	7.7%	2.2%	-3.6%	4.7%
CN(C(=O)COc1cc(=O)n(C)c2ccccc12)c1ccc(Cl)cc1	2.4%	-0.1%	-0.1%	-11.6%	-9.0%	-0.7%	·	-2.2%	-2.1%	·	15.0%
Cc1ccnc(N2CCCC(C(=O)Nc3nnc(C)s3)C2)n1 (stereo unspecified)	2.0%	0.5%	0.2%	-18.0%	0.4%	8.0%	i	-6.8%	2.0%	·	5.6%
Cc1cc(C(=O)CSc2nc3ccccc3n2CCC#N)c(C)n1Cc1cccs1	2.1%	-6.4%	1.5%	-25.0%	-8.0%	?	i	-16.7%	-12.0%	31.0%[activator]	?
COc1cc2c(cc1OC)CN(C(=O)c1cc(S(=O)(=O)N3CCOCC3)ccc1Cl)CC2	-2.3%	-0.4%	-1.0%	-0.9%	4.9%	?	i	5.8%	0.7%	5.8%	?
Cn1c(=O)[nH]c(=O)c2c1nc(CN1CCOCC1)n2Cc1ccc(F)cc1	1.8%	-1.9%	-1.2%	·	-27.9%	1.2%	·	3.7%	-2.6%	·	?
CC(=O)c1c(N2CCCCC2)nc(=S)n(Cc2ccccc2)c1C	1.9%	-1.7%	1.6%	-0.7%	0.4%	3.5%	·	-13.0%	-4.5%	10.6%	11.2%
COc1ccc(S(=O)(=O)N(CC(N)=O)C2CCCCC2)cc1Cl	1.0%	-2.4%	-0.2%	?	0.3%	4.2%	i	-7.8%	-1.8%	-0.6%	-4.6%
COc1ccc(OC)c(C(=O)c2coc3ccc(OC)cc23)c1	1.4%	-1.6%	-0.5%	13.9%	1.6%	10µM*	·	-15.8%	-2.9%	-14.4%	?
CCC(=O)N1CCc2cc(S(=O)(=O)NC(CC(C)C)C(=O)N3CCc4ccccc43)ccc21 (stereo unspecified)	-1.0%	-2.9%	-1.1%	-9.7%	2.0%	14.4%	i	-18.4%	-1.4%	20.0%	-7.6%
CCCN1C2CCCC1CC(NC(=O)NC1CCCCC1)C2 (stereo unspecified)	-0.7%	2.4%	-0.3%	5.9%	0.0%	-6.3%	i	-2.6%	0.4%	-5.7%	-5.2%
COc1ccccc1NC(=O)C1CCCN(S(=O)(=O)c2cccc3nsnc23)C1 (stereo unspecified)	28.6%	-4.6%	1.7%	44.2%	2.0%	4.3%	i	-21.9%	2.8%	38.2%[activator]	-8.0%
CC(=O)/C(C(=N)N1CCN(C(c2ccccc2)c2ccccc2)CC1)=C(\C)O	0.3%	-1.0%	-0.5%	-15.8%	-7.2%	-3.6%	·	-10.3%	-3.0%	6.0%	-4.7%
CCOc1ccc(N=CC2=C(O)CC(C)(C)CC2=O)cc1	-2.2%	?	0.9%	-19.1%	-3.8%	5.6%	·	-6.1%	?	1.5%	13.3%
CN(CC(CC(=O)Nc1nncs1)c1ccccc1)S(=O)(=O)c1ccccc1 (stereo unspecified)	0.9%	-0.5%	-0.3%	?	1.1%	20.7%	·	-3.7%	-1.1%	·	-9.9%
CC(C)=CC(=O)OCC(=O)Nc1nc(C)c(Cl)cc1Cl	0.0%	1.2%	-2.1%	-4.6%	0.8%	5.5%	?	18.2%	-1.2%	1.2%	?
COc1ccc(C(=O)Nc2ccc3c(c2)OCO3)cc1OC	-1.3%	2.2%	-0.6%	-4.4%	12.6µM*	-9.6%	·	-6.0%	0.0%	-6.7%	?
CC1CCN(C(=O)CSc2nc3ccccc3[nH]2)CC1	0.3%	0.6%	-1.1%	?	-11.3%	3.8%	·	-18.4%	-0.9%	-1.3%	1.5%
COc1ccc(C(C(O)C(=O)c2c[nH]c3ccccc23)N2CCN(c3ccccc3)CC2)cc1 (stereo unspecified)	-0.5%	-9.7%	-0.7%	-28.8%	-1.3%	-26.1%	i	-22.9%	-5.7%	16.9%	-19.2%
Cn1c(-c2ccc(Br)o2)nc2cc(Br)ccc21	-0.2%	-3.8%	0.7%	?	6.31µM*	15.8µM*	?	37.3%	-3.4%	-4.7%	?
CC(=O)Nc1ccc(S(=O)(=O)N2CCC(n3cnc4cc(F)ccc43)CC2)cc1	-2.1%	-18.2%	-3.2%	-18.4%	0.3%	?	1.61e-07M*	1.6%	-15.6%	28.2%	1.1%
Cc1ccc(CNC(=O)c2ccc(Br)o2)cc1	-2.8%	-2.3%	0.6%	27.3%	-2.1%	0.6%	·	3.6%	-0.9%	-7.7%	-5.9%
CCCN1CCN(CCCNC(=O)CN2C(=O)COc3ccccc32)CC1	-1.4%	-0.2%	1.7%	24.9%	0.8%	5.7%	i	4.2%	1.5%	-2.1%	?
Cc1ccc(-c2nn3c(-c4ccco4)nnc3c3ccccc23)cc1S(=O)(=O)NCC1CCCO1 (stereo unspecified)	6.1%	0.6%	3.4%	-21.0%	3.7%	20µM*	1.07e-08M*	4.9%	-2.5%	45.2%[activator]	?
Cc1c(C(=O)N2CCCC2)nnn1-c1nonc1N	-2.0%	-1.4%	0.2%	1.5%	2.3%	15.9%	i	1.3%	-0.4%	1.6%	-6.9%
